# Bioassay records: PubChem BioAssay, Broad Institute
# F508del corr: CFTR F508del correction in bronchial cells. CFBE cells, YFP halide quenching; stimulated with forskolin plus potentiator P3; % fluorescence drop versus neutral controls. AID 720511. 350,000 compounds, 0.36% hits. activity (quench increase), % at 7.58 µM;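 active means mean added fluorescence quench of at least 8% versus neutral control, with both replicates also reaching 8%; inconclusive means only one of the mean or replicate conditions met; inactive means mean below 8% and not both replicates reaching 8%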;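 further: cells transiently co-express mutant CFTR-F508del with the halide-sensitive YFP; corrector assay measuring rescue of mutant channel to the surface after 24 h compound exposure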
# Casp6 inh: inhibitors of human caspase-6; 350,000 compounds, 0.53% hits; purified caspase-6, Z-VEID-R110 cleavage fluorescence; AID 686996; P55212; inhibition, % at 12.5 µM;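 active means mean inhibition across replicates at least about 35%, with every replicate also reaching that limit, limit read from the data; inconclusive means only one of the two criteria met; inactive means neither criterion met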;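 further: 0% = median of neutral control wells and 100% = no fluorescence left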
# Target sequence (P55212 24-179 limits assumed): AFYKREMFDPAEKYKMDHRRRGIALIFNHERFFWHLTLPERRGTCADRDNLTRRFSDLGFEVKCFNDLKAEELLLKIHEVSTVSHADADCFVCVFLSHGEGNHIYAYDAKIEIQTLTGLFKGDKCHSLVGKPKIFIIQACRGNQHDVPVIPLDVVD
# Target sequence (P55212 194-293 limits assumed): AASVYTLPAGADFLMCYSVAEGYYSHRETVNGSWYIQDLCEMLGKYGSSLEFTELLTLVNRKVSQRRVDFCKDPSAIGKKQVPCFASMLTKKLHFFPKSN
# miR122 inh: inhibitors of miR-122 in Huh7 cells. Huh7 miR-122 Renilla luciferase sensor, 48 h; neutral wells = 0, positive control = 100. activation (reporter increase), % at 12.5 µM. 340,000 compounds, 0.3% hits. AID 602342;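 active means mean replicate activation score at least 90 and every replicate individually at or above 90; inconclusive means only one of the two criteria met; inactive means neither criterion met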;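 further: higher luciferase means less miR-122 activity so hits act as miR-122 inhibitors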
# ERp5 inh: blocks human ERp5 reductase activity on insulin; AID 651711; ERp5 insulin aggregation, absorbance 650 nm, 90 min; 350,000 compounds, 0.05% hits; inhibition, % at 9.99 µM; Q15084;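 active means mean replicate inhibition above about 25%, with every replicate also reaching it, limit read from the data, passing the limit was not always enough; inconclusive means only one of those two criteria met; inactive means neither criterion met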
# Target sequence (Q15084 whole entry, looked up): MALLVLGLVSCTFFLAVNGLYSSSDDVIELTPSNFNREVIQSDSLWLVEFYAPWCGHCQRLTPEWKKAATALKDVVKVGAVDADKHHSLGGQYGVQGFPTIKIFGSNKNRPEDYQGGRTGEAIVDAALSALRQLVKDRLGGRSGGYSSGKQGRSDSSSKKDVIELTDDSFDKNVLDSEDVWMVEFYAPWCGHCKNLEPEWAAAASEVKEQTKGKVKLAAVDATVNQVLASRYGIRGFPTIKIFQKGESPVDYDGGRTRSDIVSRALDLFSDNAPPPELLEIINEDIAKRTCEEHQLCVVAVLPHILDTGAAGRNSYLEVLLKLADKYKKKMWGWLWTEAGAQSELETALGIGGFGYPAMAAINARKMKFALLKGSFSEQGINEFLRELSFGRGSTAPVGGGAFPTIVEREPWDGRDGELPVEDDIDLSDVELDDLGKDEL
# DENV2 CPE rescue: DENV2-induced cell death inhibition. DENV2-infected cells, cytopathic effect rescue, plate reader. CPE inhibition, % at 9.99 µM. 350,000 compounds, 1.7% hits; in the data active means CPE inhibition above about 20%, passing the limit was not always enough; inconclusive means no clear call, values can overlap the other calls; tested in BHK-21 cells;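 further: 0% = median of neutral control wells and 100% = median of positive control wells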
# SIRT5 inh: inhibitors of human sirtuin-5 desuccinylase. inhibition, % at 15 µM. Purified SirT5, succinyl-peptide AMC, trypsin-coupled fluorescence. AID 652115. 330,000 compounds, 1.1% hits. Q9NXA8; in the data active means inhibition above about 15%; inconclusive means no clear call, values can overlap the other calls
# Target sequence (Q9NXA8 whole entry, looked up): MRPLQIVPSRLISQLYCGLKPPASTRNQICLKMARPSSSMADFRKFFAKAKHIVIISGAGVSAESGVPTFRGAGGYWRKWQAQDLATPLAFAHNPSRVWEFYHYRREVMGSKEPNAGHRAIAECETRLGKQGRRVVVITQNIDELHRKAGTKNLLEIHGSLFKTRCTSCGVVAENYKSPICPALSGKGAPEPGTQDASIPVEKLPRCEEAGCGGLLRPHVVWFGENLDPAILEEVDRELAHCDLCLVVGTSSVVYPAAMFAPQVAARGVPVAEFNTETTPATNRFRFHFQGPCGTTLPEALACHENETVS
# ERAP1 inh: ERAP1 (human) enzyme inhibition. Q9NZ08. recombinant ERAP1, Leu-AMC fluorescence, 60 min. inhibition, % at 10.7 µM. 340,000 compounds, 0.15% hits. AID 652197;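 active means mean replicate inhibition of at least 30%, or all replicates individually reaching that 30% level; inactive means mean below 30% and not every replicate reaching it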;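 further: 0% = neutral control wells and 100% = L-leucinethiol positive control wells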
# Active calls of the source: *; ? = inconclusive; / = no result given; [ ] = dose if it differs, or a comment.
structure	F508del corr	Casp6 inh	miR122 inh	ERp5 inh	DENV2 CPE rescue	SIRT5 inh	ERAP1 inh
CSc1cccc(NC(=S)N(Cc2ccc(C)cc2)Cc2ccccn2)c1	0.4	-1	/	1	4	2	0
COc1ccc(CNC(=O)C(C)n2nc(C)c3c(C)n(-c4ccccc4)nc3c2=O)c(OC)c1 (stereo not drawn)	0.6	3	2	/	-2	-4	-3
Cc1ccc(NC(=O)C(c2ccccc2)N2CCN(CC(=O)NC3CC3)CC2)cc1Cl (stereo not drawn)	-1.1	0	6	1	-10	-2	0
COc1cc(C(=O)Nc2ccc(S(=O)(=O)N3CCOCC3)cc2)c([N+](=O)[O-])cc1OC	/	-3	0	1	3	0	5
CCOC(=O)/C(N=Nc1ccc(C(=O)O)cc1[N+](=O)[O-])=C(\C)O	5.0	-8	/	-2	-1	-2	-2
NC(=O)CC1C(=O)N(c2ccccc2)C(=S)N1NC(=O)c1ccccc1 (stereo not drawn)	0.9	5	-10	3	3	-4	2
CN(C)CCCN(C(=O)c1nc2ccccc2s1)c1nc2ccc(F)cc2s1	-2.8	-2	-1	1	-5	-3	2
C=C1CCN([C@@H](CC(C)C)C(=O)NCc2cc(OC)c(OC)c(OC)c2)S(=O)(=O)c2ccccc21	1.4	1	-8	1	-4	-2	0
CO[C@@H]1CN(C)C(=O)c2cc(NC(=O)C3CCC3)ccc2OC[C@@H](C)N(C(=O)c2ccccc2)C[C@H]1C	-1.4	1	6[16.7 µM]	-3	-7	/	-2
COc1ccc(-c2ccc([C@@H]3[C@H]4CN(C(=O)c5ccc6c(c5)OCO6)CCCCN4[C@H]3CO)cc2)cc1	1.2	1	-2[16.7 µM]	1	-24	2	0
COCC#Cc1ccc([C@H]2[C@@H](CO)N3CCCCN(C(=O)Nc4cc(F)ccc4F)C[C@@H]23)cc1	-1.2	-1	0[16.7 µM]	5	3	5	0
C[C@H]1CCCCO[C@@H](CN(C)C(=O)c2ccccc2)[C@@H](C)CN([C@@H](C)CO)C(=O)c2cc(NS(C)(=O)=O)ccc2O1	-0.1	0	3[16.7 µM]	4	1	0	0

# New compounds follow:
structure	F508del corr	Casp6 inh	miR122 inh	ERp5 inh	DENV2 CPE rescue	SIRT5 inh	ERAP1 inh
COc1ccc(C(CC(=O)N2CCOCC2)c2c(OC)cc(OC)c3c(-c4ccccc4)cc(=O)oc23)cc1 (stereo not drawn)	2.8	0	36	7	-1	/	-1
COc1ccc(/C=C/C(=O)OCC(=O)Nc2ccc(N3CCOCC3)cc2)cc1OC	-0.3	2	-3	1	-3	-7	0
COc1ccc2[nH]c(C)c(CN3CCCCC3)c(=O)c2c1	-0.9	1	/	-4	/	-4	-3
CSc1scc2c1-c1nc(SCC(=O)C(C)(C)C)ncc1CC2	-4.7	0	/	1	-1	/	/
CCS(=O)(=O)Nc1ccc2c(c1)C(=O)N(C)[C@@H]1CC[C@@H](CC(=O)NCc3ccccc3F)O[C@@H]1CO2	/	0	/	-2	0	0	0
O=C1OCC2=C1C(c1ccc(F)cc1)c1cc3c(cc1N2)OCCO3 (stereo not drawn)	2.3	-2	/	1	-6	-4	-2
C[C@H](CO)N1C[C@H](C)[C@H](CN(C)C(=O)NC2CCCC2)OCc2cn(nn2)CCCC1=O	2.3	1	1[16.7 µM]	8	-1	-3	-2
Cc1cc(C)c(C#N)c(SCc2ccc([N+](=O)[O-])cc2)n1	-2.0	3	/	5	-7	0	4
CC(C)NC(=O)c1ccc2c3n(nc2c1)-c1ccc(Cl)cc1CO3	0.6	-3	-15	6	-5	-4	0
O=c1[nH]c2cc([N+](=O)[O-])c([N+](=O)[O-])cc2[nH]c1=O	2.4	6	1	-3	-1	2	2
Cc1nc2nc[nH]n2c(=O)c1C/C=C/c1ccccc1	0.8	-2	-6	-3	9	-6	-2
COC(=O)C1=C(C)N(Cc2ccc(C(F)(F)F)cc2)C(=NCc2ccccc2)NC1c1ccccc1 (stereo not drawn)	1.8	25	/	8	-4	/	4

# (more compounds)
structure	F508del corr	Casp6 inh	miR122 inh	ERp5 inh	DENV2 CPE rescue	SIRT5 inh	ERAP1 inh
Cc1ccc(S(=O)(=O)N2CCN(C(=O)CSc3nnnn3C)CC2)c(C)c1	-1.0	0	/	-6	-3	-5	2
CC1CCN(C(=O)c2[nH]cnc2C(=O)N2CCN(C(=O)OC(C)(C)C)CC2)CC1	-2.7	1	/	8	-20	/	-7
COCCn1c(-c2ccc(F)cc2)nc2oc3cc(OC)ccc3c(=O)c2c1=O	0.9	1	-1	4	-6	-1	1
COc1ccc(NC(=S)NCCCN2CCN(C3CCCCC3)CC2)cc1	-1.5	-11	-2	6	-1	-6	-2
COc1ccc(C(=O)Nc2ccc(NC(=O)C3CCCCC3)nc2)cc1	0.4	-1	-5	0	9	-1	3
CCC1CCC/C1=N\NC(=O)c1ccc(Cl)cc1 (stereo not drawn)	-0.7	-2	/	3	4	-3	-3
COC(=O)[C@@H](Cc1ccccc1)NC(=O)NCCc1c[nH]c2ccccc12	2.5	2	-5	3	-5	-4	-1
O=C(Nc1ccc(F)cc1)Nc1ccc2c(c1)[C@@H]1C[C@@H](CC(=O)N3CCCCC3)O[C@@H](CO)[C@@H]1O2	-0.3	/	-5[16.7 µM]	/	-1	/	/
COc1ccccc1S(=O)(=O)N1CCNC(=O)C1	1.5	-2	1	2	2	-6	1
O=S(=O)(NCC(Nc1ccc(Cl)cc1)c1ccccc1)c1ccc(Cl)cc1 (stereo not drawn)	/	0	9	-3	-1	0	3
Cc1cc(C)cc(CN2C(=O)NC3(CCCCCC3)C2=O)c1	-0.6	/	4	0	3	0	-4
CC(=O)NNC(=O)c1csc(Cc2c(Cl)sc3ccc(Cl)cc23)n1	-32	3	/	2	-21	0	-1

# The listing continues:
structure	F508del corr	Casp6 inh	miR122 inh	ERp5 inh	DENV2 CPE rescue	SIRT5 inh	ERAP1 inh
CC(CN1CCOCC1)OC(=O)c1cccc(Cl)c1 (stereo not drawn)	-1.4	-1	1	0	0	-5	0
CCOc1ccc(N(CC(=O)Nc2ccc(C)cc2)S(C)(=O)=O)cc1	-2.4	1	0	-2	3	-6	2
O=C(c1cnn2c(C(F)F)cc(-c3ccccc3)nc12)N1CCc2ccccc21	/	0	0	3	4	1	-1
Oc1ccc(Cl)cc1CNCc1ccc(Cl)nc1	-2.4	0	2	3	-1	-2	-9
COc1ccc(CNC(=O)C(OC(=O)c2nsc(Cl)c2Cl)C(C)C)cc1 (stereo not drawn)	-0.7	1	/	0	-2	4	-16
O=C(Nc1nnc([C@@H]2C[C@H](O)[C@@H](CO)O2)s1)Nc1ccc(F)cc1F	-0.1	-1	-6	6	18	2	-3
O=C(O)c1cc(Cl)n[nH]c1=O	1.2	-3	/	7	4	-3	-3
COC(=O)c1cc(NS(=O)(=O)c2ccc(N3CCOCC3)c(N)c2)cc(C(=O)OC)c1	/	0	4	4	2	-3	-4
O=C1CCCCC1Nc1ccc(Cl)cc1 (stereo not drawn)	7.1	5	/	1	4	/	6
CCOC(=O)N1CCN(c2ccc([N+](=O)[O-])cc2F)CC1C (stereo not drawn)	/	4	/	-47	-5	-1	9
CC1(C)C[C@H]2C3=CCC4[C@@]5(C)CC[C@H](O)[C@](C)(CO)C5CC[C@@]4(C)[C@]3(C)CC[C@@]2(C)[C@H](O)[C@@H]1O (stereo partly drawn)	-0.4	1	-1	-4	7	/	3
CC(C(=O)Nc1ccc(N2CCOCC2)cc1)N1C(=O)c2ccccc2C1=O (stereo not drawn)	0.8	1	/	1	/	4	-2

# Going on with the list.
structure	F508del corr	Casp6 inh	miR122 inh	ERp5 inh	DENV2 CPE rescue	SIRT5 inh	ERAP1 inh
CC(=O)Nc1ccc(-c2nc3ccccc3o2)cc1	1.4	-3	/	-1	4	-7	7
O=C(CN1C(=O)COc2ccccc21)NCCCN1CCCC1	0.1	-6	-14	0	6	-1	2
CCNC(=O)C[C@H]1CC[C@H]2[C@@H](COc3ccc(NC(=O)Nc4ccccc4OC)cc3C(=O)N2C)O1	1.1	4	1[16.7 µM]	/	-7	2	1
O=C(NCc1cccs1)C1CCC(CNS(=O)(=O)c2ccccc2)CC1 (stereo not drawn)	1.0	2	/	1	1	-2	0
COCC(=O)N1CC[C@@H]2[C@H]1c1cc(C#Cc3ccccc3)ccc1N[C@@H]2CO	-2.0	-3	4[16.7 µM]	0	-14	/	-3
COC(=O)C[C@@H]1CC[C@H]2[C@H](COc3ccc(NC(=O)NC(C)C)cc3C(=O)N2C)O1	-1.4	/	0[16.7 µM]	/	12	-9	/
CC(C)NC(=O)Nc1ccc2c(c1)C(=O)N([C@@H](C)CO)C[C@@H](C)[C@H](CN(C)S(C)(=O)=O)O2	-1.0	1	-7[16.7 µM]	-4	3	-1	1
Cn1cnc(S(=O)(=O)N2CC[C@@H]3[C@@H](CO)Nc4ccc(-c5cccc(F)c5)cc4[C@@H]32)c1	2.8	-3	6[16.7 µM]	-4	-1	-2	0
CC(C)Cn1c([N+](=O)[O-])nc2c1c(=O)[nH]c(=O)n2C	2.2	21	1	-1	-2	-3	-1
CCS(=O)(=O)Nc1ccc2c(c1)C(=O)N(C)C[C@@H](OC)[C@H](C)CN(C(C)=O)[C@@H](C)CO2	-0.1	-1	-18[16.7 µM]	-1	-1	-2	3
Cc1ccc(C(=O)N/C(=C\c2ccco2)C(=O)NCCc2c[nH]c3ccccc23)cc1	0.3	-2	/	1	5	-1	-1
CCOC(=O)N1CCN(C(=O)C(=O)N/N=C/c2ccc(OC)cc2OC)CC1	0.1	-3	/	0	2	8	-5

# The last 3 records of the part above lead into the next:
structure	F508del corr	Casp6 inh	miR122 inh	ERp5 inh	DENV2 CPE rescue	SIRT5 inh	ERAP1 inh
CCS(=O)(=O)Nc1ccc2c(c1)C(=O)N(C)C[C@@H](OC)[C@H](C)CN(C(C)=O)[C@@H](C)CO2	-0.1	-1	-18[16.7 µM]	-1	-1	-2	3
Cc1ccc(C(=O)N/C(=C\c2ccco2)C(=O)NCCc2c[nH]c3ccccc23)cc1	0.3	-2	/	1	5	-1	-1
CCOC(=O)N1CCN(C(=O)C(=O)N/N=C/c2ccc(OC)cc2OC)CC1	0.1	-3	/	0	2	8	-5
C[C@@H]1CN([C@H](C)CO)C(=O)c2cc(N(C)C)ccc2O[C@@H](C)CCCCO[C@@H]1CN(C)Cc1ccccc1	4.0	-4	0[16.7 µM]	2	7	1	-3
CCOC(=O)N1CCN(C(=O)CS(=O)Cc2nc(-c3cccc(C)c3)oc2C)CC1 (stereo not drawn)	-1.7	0	-4	-5	-2	0	-1
COc1ccc(Nc2nc3c(C)cccn3c(=O)c2C=NCc2ccccc2)cc1	1.1	-1	/	1	-1	-6	-1
CNc1nc(-c2cccs2)cc(C(F)(F)F)c1C#N	-2.8	-2	/	3	5	-5	8
CC(O)(Cc1cccnc1)c1cccs1 (stereo not drawn)	0.3	0	/	-2	77*	-4	-1
Cc1occc1-c1nnc(SCC(=O)NC2(C#N)CCCC2)n1C	-1.1	3	/	-1	-6	-3	-2
CC(C)CC(=O)Nc1nc2ccc(S(C)(=O)=O)cc2s1	-2.5	2	2	-2	-3	-1	-5
CCn1c(/C=C/c2ccccc2Cl)nc2ccccc2c1=O	-3.2	4	-1	1	1	-5	2
CCOC(=O)C1=C(c2ccccc2)NC(=O)NC1c1cc(OCC)c(O)c([N+](=O)[O-])c1 (stereo not drawn)	1.0	3	-4	6	?	5	1
CC(C)C(NS(=O)(=O)c1ccccc1)C(=O)N1CCCCCC1 (stereo not drawn)	1.8	0	5	10	9	-1	-3
CC(C)(C)OC(=O)N1CCCN(C(c2cc3ccccc3o2)c2nnnn2C(C)(C)C)CC1 (stereo not drawn)	4.7	3	/	7	-5	6	-3
CC(C)c1ccc(NC(=O)CSC(C)c2nc3ccccc3c(=O)[nH]2)cc1 (stereo not drawn)	-3.0	-1	-12	-2	2	-7	3
CN(C)C(CNC(=O)C1CCN(C(=O)/C=C/c2ccccc2)CC1)c1ccccc1 (stereo not drawn)	-2.6	0	-3	-3	5	-4	-2

# Some of these compounds in order of their number in Casp6 inh, descending:
structure	Casp6 inh
Cc1ccc(NC(=O)C(c2ccccc2)N2CCN(CC(=O)NC3CC3)CC2)cc1Cl (stereo not drawn)	0
COc1ccc(Nc2nc3c(C)cccn3c(=O)c2C=NCc2ccccc2)cc1	-1
CCOC(=O)N1CCN(C(=O)C(=O)N/N=C/c2ccc(OC)cc2OC)CC1	-3
